# mABHD4 FP – ABHD4 inhibitors, primary screen, biochemical, fluorescence polarization, mouse. (Lyso)-N-acylphosphatidylethanolamine lipase (Mus musculus), Q8VD66. purified mABHD4, FP-Rh probe fluorescence polarization. inhibition, % at 8.92 µM. hit rate 0.54% among 370,000. AID 720543, 2013;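 active = inhibition exceeding the mean over every tested compound plus 3 SD, cut at about 30% in these data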;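 note: 0% = plate median of compound wells and 100% = S159A mutant with DMSO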
#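 Test system: mABHD4 protein | Buffer or medium: HEPES pH 7.0 buffer, 150 mM NaCl, 0.01% Pluronic F-127 | Probe or stimulus: FP-Rh fluorescent activity-based probe, added after compound pre-incubation | Timing: Pre-incubation 45 min, probe exposure 60 min, at 25 °C | Technique: Fluorescence polarization, excitation 525 nm, emission 598 nm, BODIPY TMR filters | Repeats: Single well per compound (singlicate)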
# PG9 binder – binders of HIV-1 gp120 antibody PG9, primary screen, biochemical, TR-FRET. HIV-1 gp120 / PG9 antibody interaction. TR-FRET gp120-PG9 antibody binding. inhibition, % at 6.7 µM. hit rate 0.43% among 360,000. AID 624416, 2012; in the data active = inhibition above about 8.5%
# TDP2 absorb – human TDP2 enzyme inhibitors, primary screen, biochemical, epi absorbance, recombinant enzyme | Tyrosyl-DNA phosphodiesterase 2 (Homo sapiens), O95551 | T5PNP hydrolysis, p-nitrophenol absorbance 415 nm | inhibition, % at 12.8 µM | hit rate 0.34% among 370,000 | AID 720702, 2013;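 active = inhibition above the mean of all tested compounds plus 3 SD, set per campaign, cut at about 25% in these data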;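 note: 0% = DMSO with enzyme and 100% = buffer with substrate but no TDP2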
# Target sequence (O95551 whole entry, looked up): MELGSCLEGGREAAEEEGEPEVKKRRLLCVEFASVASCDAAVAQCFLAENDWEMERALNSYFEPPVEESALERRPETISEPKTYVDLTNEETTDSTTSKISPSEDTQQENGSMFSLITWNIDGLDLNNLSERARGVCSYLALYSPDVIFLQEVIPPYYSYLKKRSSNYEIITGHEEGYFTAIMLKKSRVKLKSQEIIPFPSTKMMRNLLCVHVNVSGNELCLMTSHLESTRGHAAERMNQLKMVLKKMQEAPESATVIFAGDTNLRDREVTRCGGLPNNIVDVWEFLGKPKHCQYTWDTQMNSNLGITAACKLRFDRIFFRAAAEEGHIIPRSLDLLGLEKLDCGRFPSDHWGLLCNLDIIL
#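 Evaluation: % inhibition relative to enzyme-containing and enzyme-free wells. Material: recombinant human TDP2. Benchmarks: enzyme-free and DMSO wells. Timing: enzyme reaction with compound for 2 h at 37 °C. Compound dosing: 12.8 µM only. Measured by: p-Nitrophenol epi absorbance. Reagent: T5PNP substrate at 5 mM, a TopII-DNA adduct mimic. Replication: single well per compound.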
# UHRF1 binding – UHRF1 methylated DNA binding inhibitors, primary screen, counter-screen for MBD2 inhibitor project, biochemical, TR-FRET, human UHRF1, single concentration | hit rate 0.75% among 370,000 | inhibition, % at 4.4 µM | UHRF1 binding to methylated oligo | E3 ubiquitin-protein ligase UHRF1 (Homo sapiens), Q96T88; in the data active = inhibition above about 21%;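 note: UHRF1 SRA domain binding a hemimethylated CpG hairpin DNA probe; 0% = median of test compound wells and 100% = reference inhibitor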
# HTRA1 inhibitor – HTRA1 serine protease inhibitors, primary screen, biochemical, fluorescence polarization, HTS | hit rate 0.5% among 340,000 | inhibition, % at 5.96 µM | Q92743 | recombinant HTRA1, FP-rhodamine activity-based probe; in the data active = inhibition above about 36%;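 note: 0% = enzyme with DMSO and 100% = wells lacking enzyme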
# Target sequence (Q92743 whole entry, looked up): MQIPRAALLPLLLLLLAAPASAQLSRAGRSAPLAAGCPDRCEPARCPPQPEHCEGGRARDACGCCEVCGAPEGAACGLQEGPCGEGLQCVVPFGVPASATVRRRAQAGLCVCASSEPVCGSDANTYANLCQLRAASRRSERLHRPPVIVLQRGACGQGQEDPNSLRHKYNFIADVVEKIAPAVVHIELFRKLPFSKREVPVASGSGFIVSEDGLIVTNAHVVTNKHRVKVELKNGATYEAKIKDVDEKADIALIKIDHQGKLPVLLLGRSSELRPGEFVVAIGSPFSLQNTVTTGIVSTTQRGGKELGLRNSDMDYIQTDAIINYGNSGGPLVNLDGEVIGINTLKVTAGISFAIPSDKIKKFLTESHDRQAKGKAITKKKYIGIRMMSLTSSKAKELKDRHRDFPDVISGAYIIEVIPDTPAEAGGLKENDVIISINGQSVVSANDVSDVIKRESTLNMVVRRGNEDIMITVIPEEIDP
# PRMT1 FP inh – PRMT1 methyltransferase inhibitors, primary screen, biochemical, fluorescence polarization; AID 652257, 2013; inhibition, % at 2.79 µM; Protein arginine N-methyltransferase 1 (Homo sapiens), Q99873; hit rate 1.3% among 370,000; recombinant PRMT1, activity-based probe fluorescence polarization;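 active = inhibition above about 21% made by adding two undisclosed values, limit read from the data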
# TCR-CD3 inh – inhibitors of human TCR-CD3 interaction, primary screen, biochemical, fluorescence, TAMRA-labeled TCR probe; T-cell receptor (TCR); inhibition, % at 9.4 µM; hit rate 0.37% among 360,000; in the data active = inhibition above about 19%;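 note: recombinant mutant TCR 2C K166C tagged with TAMRA read by polarization; 0% = receptor in buffer alone and 100% = receptor with positive control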
# SIAE inh – human SIAE inhibitors, primary screen, biochemical, fluorescence polarization, FP-Rh probe, 1536-well HTS; AID 1053197, 2014; SIAE FP-Rh probe binding; inhibition, % at 9.66 µM; hit rate 0.69% among 370,000;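 active = inhibition above a cutoff: mean of compounds within the control limits plus 3 SD of those, cut at about 17% in these data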;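 note: 0% = plate median of compound wells and 100% = probe without SIAE protein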
# DDE Tn7 FP inh – inhibitors of Tn7 peptide binding to fibrin DD(E), primary screen, biochemical, fluorescence polarization, human fibrin, Tn7 probe. FP displacement of FITC-Tn7 peptide from fibrin DD(E); 0% = median of compound wells per plate. hit rate 0.13% among 370,000. inhibition, % at 8.3 µM. AID 720508, 2013;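 active = inhibition above the mean of compounds falling within the control limits plus 3 SD of them, cut at about 14% in these data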;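 note: 0% = plate median of compound wells and 100% = 10 µM Aha-Tn7 peptide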
#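 Measure: % inhibition scaled between sample-field median and high-control FP; Test system: human fibrin DD(E); Quantity: 2 µM final DD(E) protein; Doses: one dose, 8.3 µM nominal; Schedule: compound with protein 10 min, then 3 h after probe, room temperature; Detection: fluorescence polarization; Medium: Tris buffer with calcium and detergent, pH 7.8.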
# LEDGF integ inh – blockers of LEDGF/p75-dependent integrase strand transfer – biochemical, TR-FRET, high throughput, primary screen; hit rate 0.64% among 370,000; TR-FRET IN-LEDGF/p75 DNA integration, Eu/Cy5; HIV-1 integrase (with human LEDGF/p75); inhibition, % at 3.7 µM;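 active = inhibition above the screen-wide mean plus 3 SD, cut at about 13% in these data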;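 note: signal is the Cy5 over europium emission ratio at 671 and 618 nm; 0% = plate median of compound wells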
# * = called active by the depositor; . = not tested or not shown.
1: CCn1c(O)c(N=Nc2ccc(Cl)c(C(=O)O)c2)c2ccccc21
2: COc1cc(/C=N/NC(=O)c2cc(O)cc(O)c2)ccc1OC(=O)c1ccccc1
3: Cc1nnc(N/N=C/c2cccs2)[nH]c1=O
4: CC(C)(C)C(=O)CN1C2=NCCN2c2ccccc21
5: Cc1nnc(-c2ccccc2)c[n+]1[O-]
6: COc1cccc(-c2cccc(NC(=O)C3CCN(Cc4ccc(C)o4)CC3)c2)c1
7: CCOC(=O)C1=C(C)N(CCCC(=O)O)C(=O)NC1c1cccs1 (centres undefined)
8: NC(=O)[C@H]1CC2(CC(c3cccc(NC(=O)CC(c4ccccc4)c4ccccc4)c3)=NO2)CN1C(=O)C(c1ccccc1)c1ccccc1 (some centres undefined)
9: CC1CC/C(=N/Nc2ccccc2)C(=O)N1 (centres undefined)
10: COc1ccc(CN(C)C(=O)CNC(=O)c2ccc(C)cc2)cc1
assay / compound	1	2	3	4	5	6	7	8	9	10
mABHD4 FP	3	-27	1	3	-5	1	-2	-60	-1	0
PG9 binder	-3.2	-3.8	-0.7	0.0	-0.7	-1.4	-0.9	0.3	-1.0	2.1
TDP2 absorb	-19	11	4	1	6	3	-9	-5	-4	9
UHRF1 binding	-3	28*	-6	0	0	4	-1	2	-3	-1
HTRA1 inhibitor	-4	-29	7	9	3	5	-11	-87	4	-3
PRMT1 FP inh	-5	4	-4	6	2	1	-2	2	-3	-1
TCR-CD3 inh	5	20*	4	-3	7	2	6	7	2	2
SIAE inh	-3	-29	4	5	5	-7	4	-49	3	15
DDE Tn7 FP inh	-5	-2	6	-3	3	-3	0	-5	5	1
LEDGF integ inh	4	9	6	-2	-1	-1	-1	2	-1	1

11: COCCN(C(=O)CCC(=O)Nc1ccccn1)C(C(=O)NCCC(C)C)c1ccc(F)cc1 (centres undefined)
12: CCOc1ccc(C(=O)NCC(=O)NCC(c2cccs2)N2CCOCC2)cc1 (centres undefined)
13: Cc1ccc(/C=N/n2cnc3sc4c(c3c2=O)CCCC4)o1
14: CC(OC(=O)CN1C(=O)NC2(CCCCC2C)C1=O)c1ccccc1 (centres undefined)
15: COc1ccc(NC(=O)c2cc(-c3cccs3)on2)cc1OC
16: O=C(NC(=S)NNS(=O)(=O)c1ccc(Cl)cc1)c1cccnc1
17: Cn1ncc(Cl)c1C(=O)NNC(=O)Nc1cccc2ccccc12
18: CCOC(=O)c1cc2c(c(CCO)n1)[C@H](CCO)N(S(=O)(=O)C(C)(C)C)C2
19: COc1cc(CC(NC(C)=O)C(=O)NC2CCN(C(=O)c3ccc(C)cc3)CC2)cc(OC)c1 (centres undefined)
20: CCCCCCCCCCCCCCC(O)C[N+](C)(CCO)CCO (centres undefined)
assay / compound	11	12	13	14	15	16	17	18	19	20
mABHD4 FP	5	-2	-4	0	-4	3	5	8	3	45*
PG9 binder	0.6	0.2	-1.8	-0.6	-3.9	-0.6	-1.7	-2.1	-1.0	0.9
TDP2 absorb	7	4	-21	2	-6	6	2	3	5	-2
UHRF1 binding	0	-2	-1	0	-3	0	-1	-2	0	-1
HTRA1 inhibitor	-2	1	2	-3	-8	.	4	0	2	54*
PRMT1 FP inh	-4	-4	1	1	3	0	5	2	3	-2
TCR-CD3 inh	12	4	-10	-4	-1	4	-1	-3	-5	0
SIAE inh	-2	4	-1	1	-4	5	2	0	2	-7
DDE Tn7 FP inh	6	-3	-1	2	-2	-1	2	2	-2	2
LEDGF integ inh	2	6	1	-1	4	4	-2	-1	-1	5

# A second format for part of the listing above:
# Order of results: mABHD4 FP | PG9 binder | TDP2 absorb | UHRF1 binding | HTRA1 inhibitor | PRMT1 FP inh | TCR-CD3 inh | SIAE inh | DDE Tn7 FP inh | LEDGF integ inh
15. COc1ccc(NC(=O)c2cc(-c3cccs3)on2)cc1OC
 : -4 | -3.9 | -6 | -3 | -8 | 3 | -1 | -4 | -2 | 4
16. O=C(NC(=S)NNS(=O)(=O)c1ccc(Cl)cc1)c1cccnc1
 : 3 | -0.6 | 6 | 0 | . | 0 | 4 | 5 | -1 | 4
17. Cn1ncc(Cl)c1C(=O)NNC(=O)Nc1cccc2ccccc12
 : 5 | -1.7 | 2 | -1 | 4 | 5 | -1 | 2 | 2 | -2

# The list goes on:
21: Cc1cc(C)c2c(C)c(C(=O)NCc3ccncc3)oc2c1
22: CCOC(=O)C1=C(c2ccccc2)N=C2SCC(=O)N2C1c1cccc(OC)c1 (centres undefined)
23: COc1ccc(-c2csc(N(CCCN(C)C)C(=O)c3ccc(Br)cc3)n2)cc1
24: S=c1[nH]ncn1/N=C/c1cccc(Oc2ccccc2)c1
25: Cc1ccc(CN2CCN(/N=C/c3ccc(C(F)(F)F)cc3)CC2)c(C)c1
26: CCn1c(SCC(=O)Nc2cccc(C)n2)nnc1-c1ccco1
27: NNS(=O)(=O)c1ccc(Cc2ncc(C(F)(F)F)cc2Cl)s1
28: C=CCn1c2ccccc2c2n[nH]c(=S)nc21
29: Cn1c(=O)c2ccccc2n(CC(=O)NC2CCCCC2)c1=O
30: COc1cccc(/C=C2\SC(=S)N(C(C(=O)O)c3ccccc3)C2=O)c1OC (centres undefined)
assay / compound	21	22	23	24	25	26	27	28	29	30
mABHD4 FP	0	-21	9	1	4	-9	-3	-6	0	1
PG9 binder	0.6	-0.2	-0.9	2.8	-0.1	-1.5	0.0	-0.1	1.4	-3.0
TDP2 absorb	-1	3	-8	9	1	8	-1	-9	11	-5
UHRF1 binding	4	-1	-1	-2	0	0	1	0	2	-4
HTRA1 inhibitor	-7	-14	-6	-11	-2	0	-7	-3	12	-11
PRMT1 FP inh	2	4	1	3	0	2	0	30*	4	8
TCR-CD3 inh	0	-2	7	-1	0	-4	8	-4	2	7
SIAE inh	-7	-5	1	2	0	-4	-1	3	4	0
DDE Tn7 FP inh	0	5	-1	1	0	-1	-3	7	-2	2
LEDGF integ inh	-1	-1	0	-3	2	-3	0	2	-1	0

31: O=C(Oc1c(-c2ccccc2)c(=O)n2c3c(cccc13)CC2)c1ccc(Cl)cc1
32: COc1ccccc1C(=O)Nc1ccc(Br)c2cccnc12
33: O=C(c1ccc(Cl)s1)N1CCCC(N2CCN(c3ccc(F)cc3)CC2)C1 (centres undefined)
34: CCCCOc1ccc(C(=O)Nc2ccncc2)cc1
35: O=S1(=O)CCN(OCc2ccc(F)cc2Cl)CC1
36: CC(C)NC(=O)C1(C)CN(S(C)(=O)=O)CC(=O)N1Cc1ccc2c(c1)OCO2 (centres undefined)
37: O=C(COC(=O)c1nc(Cl)ccc1Cl)Nc1ccc(Cl)cn1
38: CCCCOC(=O)CCc1n[nH]c(=O)[nH]c1=O
39: Cc1ccc(C(=O)N2CCN(S(=O)(=O)c3cc(Br)ccc3Br)CC2)o1
40: O=S(=O)(Nc1ccc(S(=O)(=O)N2CCCC2)cc1)c1ccc(F)cc1
assay / compound	31	32	33	34	35	36	37	38	39	40
mABHD4 FP	-5	-1	2	-3	2	-5	6	-3	0	-5
PG9 binder	-2.4	-1.2	-0.8	2.3	-0.4	0.0	0.3	-0.1	-2.1	-1.1
TDP2 absorb	-1	-10	-11	1	2	1	2	-5	4	-7
UHRF1 binding	0	0	1	-1	0	0	-3	-3	4	2
HTRA1 inhibitor	-2	-11	-1	-14	5	.	5	-2	-2	-5
PRMT1 FP inh	8	-5	0	1	-2	-3	4	-3	3	-4
TCR-CD3 inh	0	3	-6	-3	10	6	-6	1	6	-2
SIAE inh	1	0	0	-5	1	6	3	-5	8	5
DDE Tn7 FP inh	6	-5	-4	-8	-2	1	0	1	8	8
LEDGF integ inh	-7	3	0	1	-2	3	-2	-3	3	4

41: Cc1ccc(CC(CC(=O)NCCc2ccc3c(c2)OCO3)C(=O)O)cc1 (centres undefined)
42: COc1cc(C)ccc1OCC(=O)Nc1ccccc1N1CCOCC1
43: CC(C)OCCCN(CC(O)c1ccccc1)CC(O)c1ccccc1 (centres undefined)
44: CCCOc1ccc(/C(O)=C2/C(=O)C(=O)N(CCOC)C2c2cccnc2)cc1 (centres undefined)
45: Cc1cc(C)n2nc(C(=O)Nc3ccc(S(=O)(=O)N4CCCCC4)cc3)nc2n1
46: CCS(=O)(=O)NCc1cn2c(C)csc2n1
47: CCN(CC)Cc1cc(Nc2c3ccccc3nc3c4ccccc4n(C)c23)cc(CN(CC)CC)c1O
48: CC1(C)c2ccccc2N(CC(N)=O)C12C=Cc1ccccc1O2 (centres undefined)
49: CCN(CC(=O)Nc1ccc2c(c1)OCCO2)Cc1cc(=O)oc2c(C)c(C)ccc12
assay / compound	41	42	43	44	45	46	47	48	49
mABHD4 FP	5	1	6	-2	-4	12	33*	-32	6
PG9 binder	1.8	0.0	0.4	4.2	-3.2	-0.5	-22	-1.5	2.1
TDP2 absorb	2	5	2	-4	-2	-3	-12	12	1
UHRF1 binding	1	0	0	-2	-1	-2	20	1	-1
HTRA1 inhibitor	0	-4	3	.	2	2	38*	-24	-1
PRMT1 FP inh	0	-1	4	2	-1	0	45*	-1	0
TCR-CD3 inh	0	-7	4	6	8	6	9	-3	-6
SIAE inh	1	0	-9	-2	-1	-2	17*	-14	5
DDE Tn7 FP inh	-1	3	5	6	-4	-4	-7	-4	-7
LEDGF integ inh	2	-2	0	3	-4	1	9	-1	0

# Compound profiles, as listed above. Values in the order: mABHD4 FP, PG9 binder, TDP2 absorb, UHRF1 binding, HTRA1 inhibitor, PRMT1 FP inh, TCR-CD3 inh, SIAE inh, DDE Tn7 FP inh, LEDGF integ inh
# Cc1cc(C)n2nc(C(=O)Nc3ccc(S(=O)(=O)N4CCCCC4)cc3)nc2n1 in the list: -4, -3.2, -2, -1, 2, -1, 8, -1, -4, -4
# Cc1ccc(C(=O)N2CCN(S(=O)(=O)c3cc(Br)ccc3Br)CC2)o1 in the list: 0, -2.1, 4, 4, -2, 3, 6, 8, 8, 3

# Assay outcomes: PubChem BioAssay, The Scripps Research Institute Molecular Screening Center
